Bioassay records deposited in PubChem BioAssay by several laboratories.
M4 antag: antagonists of human muscarinic M4 receptor (CHRM4) | 360,000 compounds, 0.73% hits | P08173 | inhibition, % at 3 µM | CHO-hM4 cells, ACh EC80, Fluo-8 calcium fluorescence;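 active = inhibition above its plate's cutoff, the mean inhibition of sample wells plus 3 SD, cut at about 27% in these data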;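 note: 0% = acetylcholine EC80 with DMSO and 100% = DMSO without agonist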
M5 ag: agonists of human muscarinic M5 receptor (CHRM5); P08912; CHO-K1 hM5 cells, Fluo-8 calcium fluorescence; 0% DMSO wells, 100% maximal acetylcholine response; activation, % at 3 µM; 360,000 compounds, 0.19% hits;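 active = activation above the run's mean over test compounds plus 3 SD, cut at about 23% in these data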;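 note: signal is peak over basal fluorescence ratio across the kinetic read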
Target sequence (P08912 whole entry, looked up): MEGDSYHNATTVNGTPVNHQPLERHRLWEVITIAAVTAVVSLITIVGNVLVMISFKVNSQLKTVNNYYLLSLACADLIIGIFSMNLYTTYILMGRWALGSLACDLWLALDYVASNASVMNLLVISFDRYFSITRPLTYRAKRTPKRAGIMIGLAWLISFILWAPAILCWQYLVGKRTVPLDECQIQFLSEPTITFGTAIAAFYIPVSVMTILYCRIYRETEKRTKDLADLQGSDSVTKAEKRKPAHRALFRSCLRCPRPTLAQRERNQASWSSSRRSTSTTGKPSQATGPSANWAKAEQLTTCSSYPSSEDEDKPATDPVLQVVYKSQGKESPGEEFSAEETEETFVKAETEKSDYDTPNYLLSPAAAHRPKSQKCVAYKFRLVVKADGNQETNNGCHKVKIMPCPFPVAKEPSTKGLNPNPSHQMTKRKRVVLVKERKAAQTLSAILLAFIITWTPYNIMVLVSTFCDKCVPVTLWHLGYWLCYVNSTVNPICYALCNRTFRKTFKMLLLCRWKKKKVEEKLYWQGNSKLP
M5 PAM: positive allosteric modulators of human muscarinic M5 receptor | CHO-K1 hM5, Fluo-8 calcium, ACh EC20 PAM; 0% = ACh EC20, 100% = ACh EC100 | activation, % at 3 µM | 360,000 compounds, 0.3% hits | AID 624038;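 active = activation above the run cutoff, the mean activation of all test compounds plus 3 SD, cut at about 18% in these data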
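Measured by: Fluo-8 calcium fluorescence; material: human M5 receptor in CHO-K1 cells; schedule: Post-acetylcholine fluorescence recording 140 s; benchmarks: low control EC20 acetylcholine (0%), high control EC100 acetylcholine (100%); read-out: Max/basal fluorescence ratio as % of EC20–EC100 ACh window; compound: single dose, 3 µM nominal final test concentration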
M5 antag: antagonists of human muscarinic M5 receptor (CHRM5); inhibition, % at 3 µM; 360,000 compounds, 0.59% hits; P08912; CHO-hM5 cells, Fluo-8 calcium fluorescence, ACh EC80;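 active = inhibition above a per-plate cutoff, the mean of that plate's test compounds plus 3 SD, cut at about 27% in these data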;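 note: 0% = acetylcholine EC80 with DMSO and 100% = DMSO without agonist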
CHRM4 agonist: CHRM4 agonism in calcium assay; activation, % at 3 µM; CHO-K1 hM4/Gqi5, Fluo-8 calcium fluorescence; vehicle 0%, full acetylcholine response 100%; 360,000 compounds, 0.14% hits; AID 624127;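 active = activation above the run mean over all test wells plus 3 SD, cut at about 32% in these data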;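 note: peak over basal fluorescence ratio per well then scaled between controls; 0% = DMSO wells and 100% = acetylcholine at EC100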
M1 antag: blocks human M1 muscarinic receptor | CHO-K1 hM1, Fluo-8 calcium fluorescence, ACh EC80 antagonist | inhibition, % at 3 µM | 360,000 compounds, 1.3% hits | AID 588852;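 active = percent inhibition above its own plate's cutoff, namely the mean of that plate's compound wells plus 3 SD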;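 note: peak over basal fluorescence ratio during 140 s after agonist addition; 0% = ACh EC80 plus DMSO and 100% = DMSO alone without agonist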
CHRM4 PAM: positive allosteric modulators of human muscarinic M4 receptor; CHO-K1 hM4/Gqi5, Fluo-8 calcium fluorescence, ACh EC20; 0% = ACh EC20, 100% = maximal ACh; activation, % at 3 µM; P08173; 360,000 compounds, 0.4% hits; AID 624126;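 active = activation above its plate's cutoff, the mean activation of sample wells plus 3 SD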; note: some results filed as inactive read as strong as hits
CRFR2-BP ag: agonists of human CRF-binding protein/CRF-R2 receptor complex | HEK293 CRF-R2/CRF-BP, calcium dye fluorescence (FLIPR); percent of saturating CRF peptide response | activation, % at 13.2 µM | 350,000 compounds, 0.46% hits | AID 588473;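 active = activation of at least 50%, plus an integration ratio under a set limit after plate pattern correction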;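 note: plate controls were neutral control wells without compound for no effect and CRF at EC100 for full effect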
M1 PAM: positive allosteric modulators of human M1 muscarinic receptor; P11229; CHO-K1 hM1, Fluo-8 calcium fluorescence, ACh EC20; 0% = ACh EC20, 100% = maximal ACh; activation, % at 3 µM; 360,000 compounds, 0.088% hits; AID 588819; in the data active = activation above about 19%, passing the limit was not always enough
* hit, by the source's call; . = no result given. Outcome played no part in choosing rows. Share with any hit: about 2.8%.

no.	structure	M4 antag	M5 ag	M5 PAM	M5 antag	CHRM4 agonist
1	OC(c1nc2ccc(F)cc2[nH]1)C(O)c1nc2ccc(F)cc2[nH]1 (centres undefined)	1.5	5.9	6.7	2.3	0.6
2	CCCCNC(=O)C1C(c2ccc(OC)cc2)=Nc2ccccc2N1C(=O)Cc1cc(OC)cc(OC)c1 (centres undefined)	-17.6	1.8	-1.4	-3.5	8.1
3	CCOC(=O)c1cccc(NC(=O)CN(c2ccc(OC)cc2)S(=O)(=O)c2c(C)noc2C)c1	9.8	-3.4	-11.8	7.0	4.8
4	CC(=O)Nc1ccc(NC(=O)C2CC(=O)N=C(N)S2)cc1 (centres undefined)	-10.7	1.1	3.8	-5.0	0.4
5	O=C(Cc1csc(Nc2nc(=S)[nH]c3ccccc23)n1)NCc1ccccc1Cl	4.0	3.7	-1.5	-0.2	1.8
6	O=C(COc1cccc(F)c1)NNC(=O)Cc1ccc(Br)cc1	-1.2	-3.4	-8.2	14.6	1.2
7	O=C(c1cccnc1)N1C2CCC1CC(O)(c1ccc(F)cc1)C2 (centres undefined)	-1.7	2.4	-1.3	0.2	-0.4
8	CCCCCC(=O)N1C[C@@H](O)[C@H](n2cc(C3CC3)nn2)C[C@@H]1c1ccc(Cl)cc1	-8.9	1.3	0.5	-2.7	3.2
9	Cc1cc(=O)oc2c3c(cc(OCC(=O)NCC(=O)N[C@H](C(=O)O)C(C)C)c12)OC(C)(C)CC3	-2.9	-1.1	-5.4	10.1	7.5
10	CCOC(=O)CSc1nc2sc3c(c2c(=O)[nH]1)CC(C)(C)OC3	4.4	-0.5	-0.7	2.2	0.2

no.	M1 antag	CHRM4 PAM	CRFR2-BP ag	M1 PAM
1	-2.3	0.5	2.2	3.1
2	.	-2.6	.	.
3	11.0	-14.4	6.7	-4.7
4	-1.5	8.0	-1.0	5.1
5	2.1	4.2	-2.2	3.2
6	5.8	-1.4	0.2	-0.6
7	-6.8	4.3	0.2	1.6
8	-3.9	2.3	-0.7	2.6
9	-13.0	-6.3	-1.1	4.8
10	-2.1	2.1	-2.2	3.9

(next part)
no.	structure	M4 antag	M5 ag	M5 PAM	M5 antag	CHRM4 agonist
11	O=C(N1CCCCC1)N1CCN(S(=O)(=O)c2cccc([N+](=O)[O-])c2)CC1	0.1	-1.3	6.0	0.1	1.2
12	N#CCCn1cc(C(=O)Nc2ccc(C(=O)O)cc2)c(-c2cccc(Br)c2)n1	-1.0	3.6	7.7	-11.5	0.7
13	CC(C)c1ccccc1NC(=O)C1CN(S(=O)(=O)c2ccccc2)CCN1S(=O)(=O)c1ccccc1 (centres undefined)	-0.1	-2.9	-15.7	17.1	4.4
14	CCC1CCCCN1C(=O)COC(=O)c1ccc(S(=O)(=O)N2CCOCC2)cc1 (centres undefined)	4.2	1.3	-1.1	2.9	2.3
15	COc1cccc(N2CCN(CC(=O)Nc3ccc(-n4cnnn4)cc3)CC2)c1	0.1	1.8	1.3	1.7	0.9
16	CCOC(=O)C1CCN(c2c(C(=O)c3ccccc3)cnc3ccc(Cl)cc23)CC1	1.6	1.1	-6.8	6.0	0.0
17	NS(=O)(=O)c1ccc(-c2ccc(/C=N/NC(=O)c3ccccc3O)o2)cc1	-5.2	0.3	-6.3	5.7	0.7
18	Cc1cc(NC(=O)c2cccs2)ncc1NC(=O)C(C)(C)C	1.1	1.7	6.2	-5.9	0.8
19	CN(C)C(CNC(=O)c1ccc(C(F)(F)F)cc1)c1ccco1 (centres undefined)	3.3	-4.7	2.3	-9.1	0.4
20	CCOc1ccc(Nc2nc3ccccc3n3cnnc23)cc1	3.9	-7.2	-5.9	-0.7	-0.3

no.	M1 antag	CHRM4 PAM	CRFR2-BP ag	M1 PAM
11	-2.1	-1.8	-1.5	-0.7
12	-19.0	-1.2	0.1	19.5
13	1.6	-9.2	2.3	-4.0
14	-21.1	-1.6	-0.6	12.6
15	-4.1	6.0	0.3	3.1
16	-10.3	-5.3	1.4	-1.9
17	-8.8	-0.6	-2.4	5.3
18	-13.3	0.6	2.2	4.3
19	-3.0	3.1	0.8	7.0
20	0.9	-0.5	-4.5	-0.1

The listing continues.
no.	structure	M4 antag	M5 ag	M5 PAM	M5 antag	CHRM4 agonist
21	CCC(Oc1ccccc1)C(=O)Nc1ccccc1OC (centres undefined)	5.2	-5.4	-3.8	-0.2	-2.7
22	CCOc1ccc(NC(=O)CN(C)C(=O)CC2CCCC2)cc1OCC	-12.2	0.4	0.7	4.5	0.6
23	COc1ccc([C@H]2CC(=O)C[C@@H](CCn3cccn3)O2)cc1	-2.0	1.8	-2.7	-0.1	0.3
24	COc1ccc(C(=O)Nc2nc(CC(=O)NCCc3cccc(OC)c3)cs2)cc1	-2.3	3.5	-8.4	4.7	11.1
25	C#CCOc1ccc(/C=C2/C(=O)N(c3ccc(S(N)(=O)=O)cc3)N=C2C)cc1OC	4.2	2.5	-1.3	3.1	1.6
26	COc1ccccc1NC(=O)NCCCCc1ccccc1	-1.9	-0.9	1.4	-9.3	-0.1
27	CCCCN(CC)CCCNC(=O)CC1Nc2ccccc2NC1=O (centres undefined)	-2.2	-2.8	0.2	-2.1	0.8
28	Cc1ccc2cc(CN(Cc3ccco3)C(=O)c3cccs3)c(=O)[nH]c2c1	1.9	-0.4	-2.5	1.8	5.1

no.	M1 antag	CHRM4 PAM	CRFR2-BP ag	M1 PAM
21	-14.1	-0.2	0.8	1.1
22	6.2	16.8	-0.3	2.4
23	.	5.6	.	.
24	9.1	-7.5	-0.8	-4.9
25	-11.2	2.6	2.0	2.7
26	-12.7	6.0	1.0	17.2
27	5.3	0.9	0.8	1.1
28	-12.0	-1.9	-0.5	11.2
